# From PubChem BioAssay
# aDG glyco act: activators of alpha-DG glycosylation, primary screen, uHTS, Pro5-aDG cells, AlphaScreen; alpha-DG glycosylation AlphaScreen (IIH6); 0% Pro5, 100% B10-LARGE cell signal; activation, % at 10 µM; hit rate 0.22% among 360,000;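 active = activation of at least 8% versus controls, or a plate z-score of at least 8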;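 note: Pro5 are CHO cells carrying HIG-tagged alpha-DG that lacks glycosylation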
# Vif inh: HIV Vif self-association inhibitors, primary screen, imaging, HEK293T, single point; AID 602346, 2012; hit rate 0.35% among 340,000; inhibition, % at 7.49 µM; HEK293T cells, Vif self-association by quenched fluorescence, 24 h; in the data active = inhibition above about 50%, passing the limit was not always enough; note: some results filed as inactive read as strong as hits
# PDI turbidity: inhibitors of human PDI, primary screen, biochemical, turbidity, single point, plate reader; PDI insulin aggregation turbidity, A650, 90 min; inhibition, % at 10 µM; hit rate 0.052% among 350,000; Protein disulfide-isomerase (Homo sapiens), P07237; AID 588391, 2011;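 active = mean inhibition across replicates of 30% or more, whatever share of single replicates reach that level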;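 note: absorbance from insulin aggregation driven by PDI reduction with DTT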
# Target sequence (P07237 whole entry, looked up): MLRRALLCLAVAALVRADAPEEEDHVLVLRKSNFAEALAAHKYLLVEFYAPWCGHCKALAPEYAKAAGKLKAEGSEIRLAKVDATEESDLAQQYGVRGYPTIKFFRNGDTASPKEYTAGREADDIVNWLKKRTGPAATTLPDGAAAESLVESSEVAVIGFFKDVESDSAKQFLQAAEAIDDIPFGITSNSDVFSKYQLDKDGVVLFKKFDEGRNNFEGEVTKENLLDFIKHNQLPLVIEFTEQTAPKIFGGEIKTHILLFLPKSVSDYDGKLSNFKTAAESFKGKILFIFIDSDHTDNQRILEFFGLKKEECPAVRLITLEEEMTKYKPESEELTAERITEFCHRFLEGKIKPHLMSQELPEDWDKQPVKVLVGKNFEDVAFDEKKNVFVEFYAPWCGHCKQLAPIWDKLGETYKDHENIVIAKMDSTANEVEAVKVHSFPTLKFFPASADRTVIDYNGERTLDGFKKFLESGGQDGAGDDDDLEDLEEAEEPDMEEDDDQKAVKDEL
# m5-HT2A agonist: mouse Htr2a agonists via beta-arrestin recruitment, primary screen, cell-based, luminescence; hit rate 0.66% among 360,000; CHO-K1 mHTR2A beta-arrestin complementation; percent of 30 µM serotonin response; activation, % at 7.6 µM; AID 624169, 2012;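 active = activation above a run cutoff, the mean activation of all tested compounds plus 3 SD, cut at about 14% in these data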;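 note: 0% = plate median of compound wells and 100% = 30 µM serotonin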
# Target sequence (P35363 whole entry, looked up): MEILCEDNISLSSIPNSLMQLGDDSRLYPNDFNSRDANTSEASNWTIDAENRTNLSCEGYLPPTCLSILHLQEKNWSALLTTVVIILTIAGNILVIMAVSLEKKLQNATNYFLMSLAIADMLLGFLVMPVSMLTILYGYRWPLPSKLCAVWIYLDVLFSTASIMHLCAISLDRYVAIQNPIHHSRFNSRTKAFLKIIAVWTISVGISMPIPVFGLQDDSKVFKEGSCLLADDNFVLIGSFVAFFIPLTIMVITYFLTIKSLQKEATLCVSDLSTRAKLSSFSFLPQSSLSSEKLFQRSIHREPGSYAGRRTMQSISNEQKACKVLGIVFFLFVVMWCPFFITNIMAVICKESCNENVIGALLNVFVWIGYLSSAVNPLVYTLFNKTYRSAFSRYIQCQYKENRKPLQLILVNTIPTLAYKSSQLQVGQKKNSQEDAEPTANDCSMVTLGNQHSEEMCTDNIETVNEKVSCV
# Cardio protect: cardioprotection against H2O2-induced cell death, primary screen, uHTS, H9c2 cells, ATPLite luminescence | H9c2 cardiomyocytes, H2O2 injury protection, 2 h | protection from H2O2 cell death, % at 20 µM | hit rate 0.63% among 360,000 | AID 588492, 2011;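 active = compounds giving at least 50% protection of heart cells from peroxide-induced death in the single-dose screen, raw or plate-pattern-corrected value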;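 note: 0% = DMSO wells with peroxide and 100% = DMSO wells without peroxide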
# N-glyco inh: increase of ERlucT glycosylation luciferase signal, primary screen, N-linked glycosylation inhibitor project, D54 ERlucT cells, luminescence, set 2. D54 ERlucT glycosylation luciferase reporter, 24 h; percent of 100 nM tunicamycin response. reporter increase, % at 12.5 µM. hit rate 0.23% among 360,000. AID 588692, 2011;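 active = mean luciferase reporter signal, scaled so untreated is 0 and the glycosylation-blocking control 100, at or above a set limit in every replicate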;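 note: luciferase carries N-glycosylation sites so blocking glycosylation raises the light; 0% = median of neutral control wells and 100% = median of 100 nM tunicamycin wells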
# iPSC survival up: enhancers of single-cell hiPSC survival, primary screen, ATPlite luminescence; 100% = ROCK inhibitor wells, 0% = DMSO; AID 602274, 2012; hit rate 0.044% among 360,000; survival enhancement, % at 20 µM; in the data active = survival enhancement above about 18%;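 note: cells exposed to compounds for 16 hours before the ATP read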
# CaV13 ICDI inh: Primary screen for inhibitors of IQ motif and Ca2+-dependent inactivation inhibitor domain binding in CACNA1D, Förster resonance energy transfer in living cells, …; AID 743397; hit rate 0.098% among 340,000; HEK cells, CFP/YFP FRET ICDI-IQ, plate reader, 10 min; percent FRET-ratio fall versus neutral wells; inhibition, % at 12.3 µM;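 active = mean replicate inhibition of at least 30% and at least 1% of replicates passing that level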;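 note: 0% = median of the neutral control wells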
# Granule exo inh: LAMP-1 surface exposure blockers, TALL-104 cells – cell-based, flow cytometry, MLPCN library, primary screen | AID 651702, 2012 | TALL-104 LAMP-1 surface exposure; cells stimulated with thapsigargin and PMA | hit rate 0.66% among 360,000 | inhibition, % at 10 µM;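 active = inhibition above about 55%, limit read from the data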
# ABCB6 inh 2: ABCB6 transporter inhibitors, primary screen, K562-ABCB6 cells, flow cytometry, MLPCN library; ATP-binding cassette sub-family B member 6 (Homo sapiens), Q9NP58; K562-ABCB6 porphyrin accumulation, 1 h; active compounds read low; fluorescence ratio to DMSO, % at 10 µM; hit rate 0.19% among 360,000;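 active = fluorescence ratio to DMSO below 75%, the collection mean minus 3 SD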;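 note: signal is porphyrin accumulated inside mitochondria; 100% equals median channel fluorescence of DMSO control wells; lower ratio means ABCB6 inhibition with less porphyrin fluorescence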
# Starred values were filed as active, the others as inactive; · = not tested or not shown.
# Value order: ABCB6 inh 2	Cardio protect	m5-HT2A agonist	aDG glyco act	CaV13 ICDI inh	N-glyco inh	Granule exo inh	Vif inh	PDI turbidity	iPSC survival up
CS(=O)(=O)N1CCN(CC(=O)NC2CCCCC2)CC1
  103	-4	-1	-0.8	-6	0	-1	6	5	-2.5
COc1cc(CNc2ccc(CNc3ncn[nH]3)cc2)ccc1OCC(=O)NC(C)(C)C
  97	2	-6	-0.1	-3	-4	1	-21	5	0.3
CC(C(=O)O)n1nc(-c2ccccc2)c2ccccc21 (configuration not stated)
  98	3	-3	0.0	-20	0	-14	11	-1	-0.3
O=C(CCNC(=O)c1ccc(Br)cc1)Nc1ccc(S(=O)(=O)N2CCCCC2)cc1
  95	-6	0	0.1	-6	1	0	26	-2	1.3
C=CCn1c(=O)c(C(=O)Nc2ccccc2O)c(O)c2ccccc21
  96	-1	-1	0.0	-4	0	-3	1	-4	-0.1
Cc1cc(C)c(S(=O)(=O)N2CCN(S(=O)(=O)N3CCOCC3)CC2)c(C)c1
  97	2	-9	-0.1	-4	-2	0	68*	-7	-0.1
CCOC(=O)Cc1ccc(Nc2nc3cc(-c4sccc4C)sc3c(=O)n2C)cc1
  96	-12	5	-0.1	-10	17	21	·	3	-1.8
O=C(COC(=O)/C=C/c1cnc2ccccc2n1)NCC(F)(F)F
  90	4	0	-0.2	-1	5	0	-5	1	-1.5
COc1ccc(NS(=O)(=O)c2cc(NC(=O)c3nn(C)c(=O)c4ccccc34)ccc2OC)cc1
  90	-1	-2	-0.2	10	18	-12	0	-1	-0.5
O=C(Nc1ccc2ccccc2n1)c1ccccc1Cl
  94	-16	-6	0.2	-4	-13	-10	-6	1	-0.6
COc1ccc(OC)c(CCNC(=O)c2ccc(CS(=O)Cc3cccc(Cl)c3)o2)c1 (configuration not stated)
  102	3	1	0.1	-3	-1	10	-5	-1	0.3
COc1ccc(N2CCN(S(=O)(=O)c3cccc(C(F)(F)F)c3)CC2)cc1
  93	-6	-4	-0.5	-5	-1	4	-3	-5	-0.2
O=C(NCCC1CCCCN1S(=O)(=O)c1ccccc1)C(=O)NCC1CCCO1 (configuration not stated)
  105	-4	3	-0.3	-7	0	0	-2	5	0.2
CC1(C(=O)NS(=O)(=O)c2cccc(C#N)c2)CCN1C(=O)Cc1ccc(-c2ccccc2)cc1 (configuration not stated)
  97	4	0	0.0	-12	2	4	8	-5	2.0
Cc1cc(-c2nnc(CCC(=O)NCc3cc(F)cc(C(F)(F)F)c3)o2)no1
  100	2	7	1.0	-6	0	-2	-3	14	0.0
CCCc1c(C(=O)N/N=C/c2ccoc2)nnn1-c1nonc1N
  89	-1	-3	-0.2	-9	1	-6	-2	-14	-2.8
CCCNC(=S)Nc1ccc(S(N)(=O)=O)cc1
  99	-9	9	-0.5	-4	0	0	9	-8	0.1
Cc1ccccc1-c1cc(C(=O)Nc2nc3c(s2)CCCC3)c2ccccc2n1
  105	-2	-7	-0.6	-7	-11	1	·	10	-0.4
Cn1c(Cn2c(=O)sc3ccccc32)nnc1SCc1ccccc1F
  83	-19	-5	0.1	-2	-7	5	0	·	-2.4
CC(=O)Nc1ccccc1C(=O)C(=O)Nc1ccc(F)c(Cl)c1
  112	3	-9	-0.2	-5	3	1	-3	-1	-0.7
COc1cccc(C(=O)Nc2nnc(S(=O)(=O)N3CCOCC3)s2)c1
  103	-1	-4	-0.1	-4	-1	2	-4	12	-0.5
COc1ccc(NC(=O)C2CCCN2C(=O)OC(C)(C)C)cc1 (configuration not stated)
  102	-6	4	-0.5	-5	0	-2	0	7	-0.8
Cc1cccc(C)c1NC(=O)c1sc(N)nc1-c1ccccc1
  100	-16	19*	-0.2	4	3	-4	2	-1	-1.9
CCOc1ccc(C2=C/C(=C/c3cccnc3)C(=O)O2)cc1
  98	-2	-1	-0.1	-8	1	-1	-4	-7	4.8
CN1/C(=C\C=C(/C#N)C(=O)Nc2ccccc2F)C(C)(C)c2ccccc21
  158	-9	-5	0.2	0	-2	0	28	3	-3.5
COc1ccc(CNS(=O)(=O)c2cn(C)c(=O)n(C)c2=O)cc1
  100	0	9	0.4	·	-1	1	-6	-2	-0.2
CSc1ccccc1C(=O)N1CCCC(CNC(=O)c2ccc(F)cc2)C1 (configuration not stated)
  96	-3	13	-0.1	-14	2	1	-1	2	1.9
COc1ccc(/C=C/C(=O)c2c(C)nc3ccccn23)cc1
  95	32	4	-0.3	-4	-1	0	-10	-7	-2.1
CNC(=O)c1cc(C)c(-c2ccccc2)s1
  110	-14	2	-0.4	-8	-2	0	1	12	-1.0
CC(=O)Nc1c(O)nc(SCC(=O)N2CCCCC2)[nH]c1=O
  85	-5	1	-0.1	-18	0	4	-5	-8	-0.3
COC(=O)c1sccc1NC(=O)CSc1cc(Cl)ccc1Cl
  95	-12	-2	0.6	·	-3	2	-5	-2	-1.3
CCn1cc(/C=N/NC(=O)c2cc3c(ccc4ccccc43)o2)c2ccccc21
  89	0	-2	-0.2	-8	4	-1	10	-2	1.5
Cn1c(O)c(N=NC(=O)c2ccco2)c2ccccc21
  99	-7	6	0.0	-5	-11	1	6	14	-1.6
Cn1c(SCC(=O)NC2CC2)nnc1-c1cccs1
  94	2	2	-0.2	·	1	-4	-2	13	-0.2
C[C@@H](NC(=O)[C@@H]1Cc2ccccc2CN1C(=O)OC(C)(C)C)C(=O)NC1CCCCC1
  95	-3	-4	0.8	-2	-1	1	-4	4	-0.7
CC(C)(C)NC(=O)NC(=O)CN1CCN(S(=O)(=O)c2ccccc2)CC1
  100	2	7	0.0	-3	0	-6	-1	1	-0.5
COc1ccccc1CCc1nnc(CCC(=O)N(C)Cc2cccc3cnccc23)o1
  86	1	1	0.8	10	-3	10	-9	7	2.0
Cc1cc(C)n(CC(C)O)c(=O)c1C#N (configuration not stated)
  102	-1	-2	-0.3	-7	0	-6	21	0	1.4
C=CCn1c(COc2ccc(F)cc2)nnc1SCC(=O)c1c[nH]c2c(CC)cccc12
  106	-4	-1	0.1	-3	1	-7	-5	-5	1.8
CN(C)c1ccc(N=c2sc3ccccc3n2C)cc1
  101	-11	3	-0.9	-4	-2	10	2	2	-0.7
COc1ccccc1CNC(=O)COC(=O)Cc1c(F)cccc1Cl
  103	1	1	-0.2	-5	0	2	0	-6	0.2
O=C(CCC(=O)N1CCN(c2ccc(Cl)c(Cl)c2)CC1)c1ccccc1
  91	-15	13	0.1	-7	-2	-5	-5	1	-0.7
Cc1ccc(NC(=O)CCN2CCC(Cc3ccccc3)CC2)cc1
  99	-6	-9	0.3	4	0	4	-3	17	0.2
O=C(NCc1ccc(C(F)(F)F)cc1)C1CC(c2ccccc2C(F)(F)F)=NO1 (configuration not stated)
  88	-1	-5	0.0	-11	2	-17	5	-2	-2.6
COc1cccc(N(C(=O)CNC(=O)c2ccco2)C(C(=O)NC2CCCC2)c2ccco2)c1 (configuration not stated)
  98	8	-3	0.0	-3	2	0	-4	1	-0.6
CCCn1c(NC(=O)c2ccccc2)nc2ccccc21
  101	52*	-2	-0.1	-6	7	-1	-9	-26	1.1
O=C(N/C(=C\c1ccc2c(c1)OCO2)C(=O)N1CCOCC1)c1cccs1
  95	-2	0	-0.2	-9	0	6	-9	-7	0.1
CCC(=O)N1CCc2cc(S(=O)(=O)NC(C(=O)N3CCN(c4ccc(F)cc4)CC3)C(C)C)ccc21 (configuration not stated)
  119	-3	2	-0.4	-2	2	1	5	-2	-0.5
CS(=O)(=O)Nc1ccc(C(=O)N2CCCCC2)cc1
  101	4	3	-0.1	-7	1	4	-11	2	-1.0
O=C(N/N=C/c1cccnc1)c1ccccc1Cl
  95	-12	-6	0.0	-3	-1	-1	-7	-1	-0.3
Cc1ccc(-n2nc(C(=O)O)cc2-c2ccc(Cl)cc2)cc1
  102	2	-1	0.7	-5	1	-5	0	6	1.9
CCOC(=O)c1c(NC(=O)CCC(=O)O)sc2c1CC(C)(C)OC2
  98	7	1	0.4	7	3	-3	6	-7	5.8
Cc1cc(NC(=O)c2cc3ccccc3o2)no1
  104	-5	-3	-0.2	-7	1	-1	17	-2	5.4
CC(C)Cn1c(N)c(C(=O)CSc2nncs2)c(=O)n(C)c1=O
  98	1	0	0.0	-2	2	-4	2	-11	-0.2
COc1cccc(CNC(=O)COC(=O)c2c(NC(C)=O)sc(C)c2C)c1
  92	-8	3	0.8	-10	0	9	-16	6	0.1
Cc1[nH]nc2c1C(c1ccc(-c3ccccc3C#N)o1)C(C#N)=C(N)O2 (configuration not stated)
  102	19	-1	0.2	·	25*	2	-2	7	-0.8
CC1(C(=O)NCC2CC2)Cc2c(-c3cccc(C(F)(F)F)c3)ccnc2O1 (configuration not stated)
  99	1	5	0.3	-4	23	8	-9	-4	-1.0
CCC(=NNC(=O)c1ccc2c(c1)nc(C)n2CC)c1cc(F)ccc1O
  101	52*	-2	1.3	-3	-1	-8	3	-1	1.7
COc1ccc(OC)c(Nc2nc(-c3c(C)nc4ncccn34)cs2)c1
  89	3	-6	0.2	-7	42*	52	-11	4	-0.7
O=C(CCN1C(=O)COc2ccccc21)N1CCCCC1
  100	-1	-2	0.0	-10	2	-1	0	2	3.6

# Part of the list above, comma-delimited:
structure,ABCB6 inh 2,Cardio protect,m5-HT2A agonist,aDG glyco act,CaV13 ICDI inh,N-glyco inh,Granule exo inh,Vif inh,PDI turbidity,iPSC survival up
CCC(=NNC(=O)c1ccc2c(c1)nc(C)n2CC)c1cc(F)ccc1O,101,52*,-2,1.3,-3,-1,-8,3,-1,1.7
O=C(CCC(=O)N1CCN(c2ccc(Cl)c(Cl)c2)CC1)c1ccccc1,91,-15,13,0.1,-7,-2,-5,-5,1,-0.7

# Continuation.
# Value order: ABCB6 inh 2	Cardio protect	m5-HT2A agonist	aDG glyco act	CaV13 ICDI inh	N-glyco inh	Granule exo inh	Vif inh	PDI turbidity	iPSC survival up
COc1cccc(NC(=O)C2CCN(Cc3cnn(-c4ccccc4)c3-n3cccc3)CC2)c1
  96	-10	-8	2.7	-5	2	2	-23	-4	0.3
CCc1nc2ccc(C(=O)N(C)CC(=O)Nc3ccc(Cl)c(C(F)(F)F)c3)cc2nc1CC
  99	-2	2	0.0	-6	2	-7	4	3	-0.5
CCc1cccc2c1NC1(CCCC1)CC2C (configuration not stated)
  102	-6	3	0.0	-4	-1	-7	-1	-2	2.4
CCOC(=O)CC(=O)Nc1nnc(C(C)C)s1
  99	3	0	3.8	-5	1	-1	1	1	-1.5
COc1ccc(C(=O)N2CCC2(C)C(=O)NC(C)C)c(OC)c1 (configuration not stated)
  98	-1	4	-0.1	-7	0	2	·	5	8.6
Cc1ccc(C)c(NC(=O)CN2C(=O)c3ccccc3C2=O)c1
  86	3	3	-0.2	-20	3	-6	0	4	-0.2
COC(=O)c1cccc(S(=O)(=O)N2CCC(NC(=O)NC34CC5CC(CC(C5)C3)C4)CC2)c1
  101	-3	1	1.1	-6	-1	-3	-11	1	0.0
